# From PubChem
# TRPV1 ag: human TRPV1 agonism; Q8NER1; TRPV1-expressing cells, Fluo-8 calcium influx, agonist mode; activation, % at 8.33 µM; 0.19% of 320,000 active; AID 540275; in the data active = activation above about 80%; inconclusive = between about 30% and that limit; note: 0% is about no effect
#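 Cells expressing TRPV1 were dye-loaded with Fluo-8 and read kinetically: 10 s baseline, 3 min after compound (agonist portion), then 2 min after EC20 capsaicin (allosteric enhancer portion). Calcium-bound dye fluorescence at 480/520 nm.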
# USP2a inh: inhibitors of human ubiquitin-specific protease USP2a; USP2 core, Ub-CHOP2 coupled fluorogenic reporter, 485/531; Potency, µM (doses to about 38.3 µM), for the others: at the highest dose activity change, negative = inhibition, most hits filed as inhibitors; 0.01% of 330,000 active; AID 463254;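 note: potency is the fitted concentration of half-maximal effect; plate controls were DMSO wells for no effect and full inhibition by NEM control for full effect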
# Target sequence (O75604 whole entry, looked up): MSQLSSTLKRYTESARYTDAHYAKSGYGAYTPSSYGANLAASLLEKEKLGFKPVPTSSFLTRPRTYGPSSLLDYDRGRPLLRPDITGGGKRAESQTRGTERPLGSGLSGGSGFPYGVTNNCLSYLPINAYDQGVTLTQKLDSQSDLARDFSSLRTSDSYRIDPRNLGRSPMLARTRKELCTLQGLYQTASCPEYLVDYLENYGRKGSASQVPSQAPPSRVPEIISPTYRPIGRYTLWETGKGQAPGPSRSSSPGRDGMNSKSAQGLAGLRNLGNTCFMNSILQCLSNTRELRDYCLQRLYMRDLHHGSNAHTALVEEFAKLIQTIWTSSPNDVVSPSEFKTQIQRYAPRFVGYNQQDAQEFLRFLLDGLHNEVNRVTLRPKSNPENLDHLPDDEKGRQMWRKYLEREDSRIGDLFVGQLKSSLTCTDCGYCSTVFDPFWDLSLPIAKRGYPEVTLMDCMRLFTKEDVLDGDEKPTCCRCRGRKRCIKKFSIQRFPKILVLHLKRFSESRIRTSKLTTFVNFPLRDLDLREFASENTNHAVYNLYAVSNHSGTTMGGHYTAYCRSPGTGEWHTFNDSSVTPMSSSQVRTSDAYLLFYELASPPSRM
#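 Deubiquitinase activity read as fluorescence (485/531 nm) after Ub-CHOP2 cleavage activates the enterokinase reporter on its substrate; USP2 core 10nM, Ub-CHOP2 and substrate 25nM each, 30min compound preincubation then 60min RT; data normalized to NEM, curves fitted.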
# ELG1 genotox: induces genotoxicity in HEK293T cells with luciferase-tagged ELG1; HEK293T ELG1-luciferase reporter, luminescence, 16 h; Potency, µM (titrated, usually from 46 µM), for inactives: at the highest dose activity change, positive = activation, most hits filed as activators; 1.3% of 330,000 active; AID 504466; note: potency is the fitted concentration of half-maximal effect; % of control where 0% means no effect; nearly all actives have a fitted effect of over 60% in size
#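 Genotoxic stress is detected as increased luminescence from luciferase-tagged ELG1 in HEK293T cells, measured with ONE-Glo after a 16 hr treatment at 37 °C.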
# uPA surface inh: inhibitors of cell surface uPA generation; Potency, µM (titrated, usually from 38.3 µM), for inactives: top-dose activity change, negative = inhibition, usual class: inhibitors; 0.31% of 330,000 active; AID 540303; cell surface uPA generation assay, qHTS; active = well fitted inhibition curve with a large enough effect; inconclusive = small, poorly fitted or top-dose-only effect; inactive = no such curve, though single readings can be large or run the other way; tested in mouse RAW 264.7 cells; note: potency is the fitted concentration of half-maximal effect; % is set by controls: 0 for no effect and ±100 for the full control effect; nearly all actives have a fitted effect of over 55% in size
# Eya2 phos inh: blocks the phosphatase activity of human Eya2 | AID 488837 | Potency, µM (doses to about 76.9 µM), for the others: top-dose activity, negative = inhibition, most hits filed as inhibitors | O00167 | 0.006% of 330,000 active | recombinant Eya2, OMFP fluorescence dephosphorylation (OMFP is methylfluorescein phosphate); note: potency is the fitted concentration of half-maximal effect; % is set by controls: 0 for no effect and ±100 for the full control effect
#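 Eya2 (0.2 uM) preincubated 10 min at ambient with compound, then OMFP substrate added at 50 uM; 10 min reaction in 50 mM HEPES pH 7.5, 50 mM NaCl, 5 uM MgCl2, 0.05% BSA, 1 mM DTT. Fluorescence read at Ex 485/Em 525 nm.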
# B2AR arrestin: beta2AR (human) beta-arrestin recruitment activity; P07550; beta-arrestin recruitment to beta2AR, cell-based reporter; Potency, µM (doses to about 46.1 µM), for the others: top-dose activation, most hits filed as activators; 0.02% of 330,000 active;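 note: potency is the fitted concentration of half-maximal effect; 0% = DMSO controls and full agonism = EC100 isoproterenol or metaproterenol; nearly all actives have a fitted effect of over 65% in size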
# Target sequence (P07550 whole entry, looked up): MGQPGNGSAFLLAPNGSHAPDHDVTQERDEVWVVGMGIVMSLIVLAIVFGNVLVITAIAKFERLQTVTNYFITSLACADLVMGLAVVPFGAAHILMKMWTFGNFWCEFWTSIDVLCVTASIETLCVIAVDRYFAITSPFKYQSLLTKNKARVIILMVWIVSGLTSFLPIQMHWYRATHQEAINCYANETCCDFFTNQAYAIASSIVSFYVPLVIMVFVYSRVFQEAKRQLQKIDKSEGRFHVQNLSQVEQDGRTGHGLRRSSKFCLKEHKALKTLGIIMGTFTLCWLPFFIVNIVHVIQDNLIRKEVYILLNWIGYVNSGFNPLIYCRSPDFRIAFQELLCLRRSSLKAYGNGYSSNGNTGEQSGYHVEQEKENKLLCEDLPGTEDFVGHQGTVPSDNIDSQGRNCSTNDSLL
# Integrin act MD: integrin-mediated muscular dystrophy alleviation activation; Potency, µM (titrated, usually from 38.3 µM), inactives show at the highest dose activation, actives largely listed as activators; 0.064% of 350,000 active; alpha7betagal myoblasts, beta-gal FDG fluorescence, 48 h;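 note: potency is the fitted concentration of half-maximal effect; 100% = response of the positive control SU9516; nearly all actives have a fitted effect of over 60% in size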
#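 alpha7betagal+/- myoblasts (passage 13, 250/well) treated 48 h at 37C with compounds at 1:260 dilution of DMSO stock. Lysed, then beta-galactosidase activity read as FDG fluorescence (ex 480/em 540) after 30 min, with pre-read for autofluorescence.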
# S-ASM inh: inhibitors of human secretory acid sphingomyelinase; placental ASM, HMU-PC fluorogenic substrate, 60 min; Potency, µM (doses to about 57.5 µM), without a hit: top-dose activity change, negative = inhibition, usual class: inhibitors; 0.006% of 340,000 active; AID 504937; note: potency is the fitted concentration of half-maximal effect
#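 Fluorogenic HMU-PC substrate (9 uM final) is turned over by placental ASM in 60 min at 37 C after a 10 min compound preincubation. Reaction ended by alkaline stop (pH 10), with fluorescence read at 386/447 nm.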
# BRCA1 expr act: increases BRCA1 expression. AID 624202. Potency, µM (doses to about 46.1 µM), inactives show at the top dose activation, hits mostly activators. 1.1% of 380,000 active. MCF7-BRCA1-FFLuc reporter, luminescence, 48 h; response scale: scaled: vehicle 0%, 10 µM genistein 100%; note: potency is the fitted concentration of half-maximal effect; nearly all actives have a fitted effect of over 80% in size; some results filed as inactive show a strong effect at the top dose
#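 MCF7-BRCA1-FFLuc, 2000 cells/well; 2 h attach, 37 °C/5% CO2; compound 48 h; luciferase substrate 15 min; luminescence end-point. Norm. to genistein 10 microM max activation and DMSO; concentration-response curves fitted.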
# p53 reactivator: re-activators of mutant p53. 0.063% of 320,000 active. H1299 p53-A138V BP100-luciferase reporter, luminescence, 24 h. Potency, µM (doses to about 92.2 µM), inactives show at the top dose activity change, positive = activation, actives largely listed as activators; note: potency is the fitted concentration of half-maximal effect; % of control where 0% means no effect; nearly all actives have a fitted effect of over 45% in size
#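 H1299 (p53-null), stable ts p53-A138V + BP100-Luc; 1000 cells/well, Opti-MEM/10% FBS; cpd 4 pt, 1:5; 24 h, 37 deg C, 5% CO2; detection reagent 10 min RT; luminescence.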
# TSG101-PTAP inh: blocks PTAP/TSG101 interaction to inhibit HIV-1 budding. Fluorescence polarization, FITC-PTAP peptide / Tsg101 binding. Potency, µM (series often up to 115 µM), for inactives: top-dose activity change, negative = inhibition, actives largely listed as inhibitors. AID 493005. 340,000 tested, under 10 active. Q99816; active = well fitted inhibition curve with a large enough effect in the main read-out, with a control signal flat, not every such curve was filed as active; inconclusive = small, poorly fitted or top-dose-only effect, or effect the other way, or a change in a side signal; inactive = no such curve, though single readings can be large or run the other way; note: potency is the fitted concentration of half-maximal effect; % of control where 0% means no effect
#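 Steps: Tsg101 binding domain dispensed (10 uM final), compounds pinned in DMSO, FITC-labeled PTAP-motif peptide added (50 nM final); after 20 min binding at room temperature, polarization measured.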
# An asterisk follows results filed as active; u = inconclusive; x = not tested or not shown; & = joins results of further samples; [ ] = remark or other dose. Unless noted, calls come from the whole dose curve; as a rule, active = well fitted curve in the direction sought with a large enough effect; inconclusive = small, poorly fitted or top-dose-only effect, or another doubt; inactive = no such curve, though single readings can be large; an effect the other way counts as inactive or inconclusive. Rows were taken by chance; 2.6% or so of the library scored in one or more.
SMILES,TRPV1 ag,USP2a inh,ELG1 genotox,uPA surface inh,Eya2 phos inh,B2AR arrestin,Integrin act MD,S-ASM inh,BRCA1 expr act,p53 reactivator,TSG101-PTAP inh
CCN1CCc2c(sc(NC(=O)c3ccc(C(=O)c4ccccc4)cc3)c2C(N)=O)C1,2.4,-1.9%,-8.2%,0.7%,2.2%,-0.5%,-62.2%[inhibitor],-0.2%,-10.0%,17.3%,1.8%
Cn1c(/C(C#N)=C2/CCCCCN2)nc2ccccc21,10.3,0.1%,8.8%,-5.1%,-8.4%,0.2%,1.8%,11.2%,-21.6%,-10.1%,-5.1%
O=C(CCn1c(=O)oc2ccccc21)Nc1nccs1,-0.6,1.0%,7.6%,-1.0%,-2.8%,-0.4%,-14.9%,-0.3%,u,u,-1.4%
Cc1cc(=O)n2nc(N3CCC(C(=O)NCc4cccc(Br)c4)CC3)sc2n1,-5.0,-0.8%,8.2%,1.8%,2.1%,0.1%,7.8%,-2.8%,4.8%,-4.3%,0.8%
CC(C)=CCc1cc([C@@H]2CC(=O)c3ccc(O)c(CC=C(C)C)c3O2)ccc1O,x,x,x,-3.2%,x,x,-1.5%,-5.9%,-51.1%,x,-0.7%
COC(=O)c1sccc1NC(=S)Nc1cc(C)ccc1OC,4.7,10.8%,4.9%,13.1%,15.6%,0.2%,1.7%,-1.5%,-7.0%,-1.6%,0.2%
COc1ccc(CNC(=O)CSc2cccc3cccnc23)cc1,1.3,0.3%,2.2%,-2.4%,2.1%,-1.0%,27.9%,2.3%,-4.3%,-1.6%,-1.1%
COc1ccc(OCc2cc(C(=O)NCCN3CCCC(O)C3)no2)c(Cl)c1 (stereo not given),2.6,0.8%,2.6%,0.6%,-20.1%,-0.6%,0.3%,0.9%,18.0%,15.9%,-0.6%
Cc1ccc(NC(=S)NC(NC(=O)c2ccccc2)C(Cl)(Cl)Cl)c(C)c1 (stereo not given),0.5,2.4%,-5.9%,-3.7%,8.6%,u,-63.4%[inhibitor],-15.9%,-86.8%,17.6%,0.1%
Cc1ccc(NC(=O)Cn2c(C)cc(C)c(C#N)c2=O)c(Cl)c1,-3.1,-5.0%,-0.8%,x,8.9%,0.0%,20.1%,1.1%,15.1%,-7.6%,-1.4%
CN(C)Cc1c(OC(=O)c2ccc(N)cc2)ccc2ccccc12,x,x,x,-0.6%,x,x,-11.0%,6.4%,42.5%,x,-0.9%
O=C(COC(=O)c1ccc(Cl)nc1)NC1CCCc2ccccc21 (stereo not given),x,0.1%,1.2%,0.4%,-0.4%,0.1%,4.1%,-0.2%,-3.9%,4.6%,-3.6%
O=c1[nH]cnc2scc(-c3ccc(-c4ccccc4)cc3)c12,2.6,1.8%,1.78µM*,-6.0%,12.9%,-0.1%,-9.1%,-0.3%,u,11.9%,-2.5%
O=C(O)c1ccc(NS(=O)(=O)c2cc(C(=O)O)ccc2Br)cc1,-1.9,0.7%,-1.9%,4.5%,-17.2%,0.2%,6.1%,3.8%,-5.5%,-3.8%,-0.3%
CCOc1ccc(C(=O)N2CCCC2)cc1,1.3,-0.4%,2.8%,-22.4%,1.1%,-0.8%,6.9%,3.5%,12.8%,8.6%,-0.1%
Cn1ncc([N+](=O)[O-])c1C(=O)Nc1ccccc1Cl,3.2,-1.7%,2.0%,-1.3%,-6.5%,-2.0%,0.0%,5.4%,-16.3%,-32.8%[inhibitor],0.5%
COc1ccc(/C=C(\C#N)C(=O)c2cccn2C)cc1,4.3,5.0%,0.6%,2.3%,-0.1%,0.4%,9.3%,5.7%,-26.6%,5.9%,-3.4%
COc1ccc(C(=O)NCCNC(=O)c2cc(OCC(F)(F)F)ccc2OCC(F)(F)F)cc1,-1.1,x,x,-3.1%,x,x,0.0%,-1.7%,-8.3%,x,-0.2%
CCOC(CCNC(=O)c1cc(-c2cccs2)nc2ccccc12)OCC,6.2,0.5%,-11.0%,1.9%,8.0%,0.1%,-7.8%,68.3%[activator],-21.8%,-6.4%,-2.2%
COc1cccc(CCC(=O)Nc2cccc(S(=O)(=O)N3CCCC3)c2)c1OC,8.0,0.7%,-2.4%,0.9%,11.1%,-0.8%,29.7%,1.3%,9.2%,-8.7%,-8.6%
CCCCCCC(NC(=O)c1ccc(C)cc1)C(=O)O (stereo not given),x,0.1%,-2.8%,13.9%,-6.2%,0.1%,3.3%,-4.3%,-0.6%,-3.6%,-2.7%
COc1ccc(-c2csc(N3N=C(C)C(C)C3=O)n2)cc1 (stereo not given),3.4,5.1%,8.6%,4.4%,13.9%,0.0%,0.0%,-4.2%,u,28.0%,0.4%
COc1cc(NC(=O)CSc2ccccc2)c(C(=O)O)cc1OC,-3.5,-1.2%,0.1%,-1.2%,3.4%,-0.3%,31.6%,3.8%,-0.5%,2.6%,-1.9%
O=C(c1ccncc1)N1C2C=CC(C2)C1(C(F)(F)F)C(F)(F)F (stereo not given),-0.2,1.9%,-3.8%,x,7.9%,0.2%,x,x,x,-1.7%,x
COc1cc(OC)cc(-c2cc3nc(C4CCN(C(=O)OC(C)(C)C)CC4)cc(=O)n3[nH]2)c1,2.4,-18.8%,-9.2%,-6.8%,4.2%,-0.9%,-28.0%,-8.3%,-5.4%,-1.6%,-2.9%
Cc1cc(NCc2ccccn2)nc2ccccc12,1.6,0.3%,7.2%,-10.6%,-9.0%,-0.2%,10.1%,2.1%,-10.1%,3.3%,-5.8%
COc1ccc(CCC(C)NCC(C)c2ccccc2)cc1 (stereo not given),8.3,-3.7%,-4.3%,-4.0%,-11.9%,-0.5%,-30.1%,3.6%,-17.3%,u,1.3%
O=C(O)c1ccccc1C(=O)NCc1ccc2c(c1)OCO2,-0.7,1.5%,3.7%,0.7%,6.1%,3.0%,21.2%,-0.1%,-0.1%,-9.0%,-0.4%
Cc1c(NS(=O)(=O)c2ccc3c(c2)n(C)c(=O)n3C)c(=O)n(-c2ccccc2)n1C,0.6,1.7%,-0.2%,4.7%,6.7%,0.0%,19.2%,1.5%,-18.4%,0.1%,-1.5%
Cc1cc(OC(=O)c2ccc(Cl)cc2Cl)c([N+](=O)[O-])c(=O)[nH]1,-1.6,0.8%,2.8%,1.3%,4.6%,0.5%,7.4%,2.3%,0.3%,x,-1.9%
CC(=O)Nc1cccc(NC(=O)CCn2c(=O)sc3ccccc32)c1,x,0.3%,-3.5%,3.0%,3.8%,-0.3%,-6.3%,-0.4%,1.2%,-8.9%,-1.2%
CN1CCC(=NNC(=O)C(=O)NC2CCCCC2)CC1,-0.2,1.5%,1.9%,3.3%,22.3%,0.0%,-12.4%,-0.1%,-4.5%,1.5%,0.0%
CCC(Sc1ccc2nnc(-c3cccnc3)n2n1)C(=O)O (stereo not given),-2.3,-6.9%,-11.0%,8.2%,19.6%,0.0%,-15.8%,-1.7%,15.9%&5.8%,-4.6%,-1.7%
Cc1cc(Cl)c(OCCCn2ccnc2)c(Br)c1,-0.2,3.5%,-0.7%,1.5%,-1.7%,0.0%,-18.0%,3.3%,-12.1%,-12.3%,-2.6%
O=C(CSc1nc2ccccc2o1)N/N=C/c1ccccc1C(=O)O,-5.1,-3.1%,10.1%,2.1%,-5.0%,-0.3%,-3.6%,-0.1%,30.4%,1.7%,-0.5%
O=C(COC(=O)c1cncc(Br)c1)NCc1ccccc1,26.9,0.1%,1.0%,-0.4%,5.1%,0.2%,13.9%,2.6%,1.2%,1.0%,-2.4%
COc1ccc(OC)c(NC(=O)CSc2nnc(-c3cccnc3)s2)c1,0.7,2.1%,-1.4%,0.1%,9.9%,-0.1%,-30.1%,-0.3%,-0.1%,-1.6%,-0.2%
N/C(=N\OC(=O)CCC1CCCC1)c1cccc([N+](=O)[O-])c1,22.2,3.0%,4.1%,0.1%,1.2%,-0.1%,0.9%,-1.4%,54.4%,9.9%,-1.0%
Nc1ccccc1O,0.7,0.7%,8.9%,u,7.6%,0.3%,x,-1.1%,-42.2%,-12.8%,-0.2%
Cc1ccccc1NC(=S)NC(=O)COc1ccccc1C,4.0,0.8%,-3.7%,7.3%,-6.7%,-1.0%,-10.0%,-1.1%,25.8%,7.4%,-2.6%
CCOC(=O)Cn1cnc2c(nnn2-c2ccc(C)cc2)c1=O,1.1,-0.7%,1.2%,x,12.6%,-0.2%,-16.0%[7.66 µM],-0.6%,10.0%,22.9%,-3.4%
CN1CCN(C(=O)c2ccccc2NC(=O)c2ccccc2Br)CC1,1.7,1.5%,3.0%,-8.2%,-2.7%,0.3%,15.9%,-1.4%,-8.0%,4.3%,-7.3%
